GSTO1 counter: counter-screen for RBBP9 inhibitors: inhibitors of human GSTO1; P78417; recombinant GSTO1, activity-based probe fluorescence polarization; hit rate 1.1% among 300,000; inhibition, % at 5.96 µM; AID 1974;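 active means inhibition above the campaign mean inhibition plus 3 SD, cut at about 35% in these data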;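 further: 0% = GSTO1-1 with DMSO and 100% = wells lacking GSTO1-1 enzyme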
LYPLA1 counter: LYPLA1 (human) inhibition in PME1 counter-screen. O75608. recombinant LYPLA1, FP-Rh probe fluorescence polarization. inhibition, % at 5.9 µM. hit rate 0.16% among 320,000. AID 2174;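 active means inhibition above the mean of all tested compounds plus 3 SD, set per campaign, cut at about 14% in these data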;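 further: inhibitors block serine hydrolase probe labeling of LYPLA1 so polarization falls; 0% = enzyme with DMSO and 100% = wells lacking LYPLA1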
PAD4 FP inh: PAD4 (human) enzyme inhibition; Q9UM07; recombinant PAD4, RCA probe fluorescence polarization; inhibition, % at 6.36 µM; hit rate 0.41% among 330,000; AID 485272;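 active means percent inhibition above a cutoff equal to the mean of all tested compounds plus 3 SD, cut at about 15% in these data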;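 further: 0% = PAD4 with RCA probe and DMSO and 100% = probe without PAD4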
Target sequence (Q9UM07 whole entry, looked up): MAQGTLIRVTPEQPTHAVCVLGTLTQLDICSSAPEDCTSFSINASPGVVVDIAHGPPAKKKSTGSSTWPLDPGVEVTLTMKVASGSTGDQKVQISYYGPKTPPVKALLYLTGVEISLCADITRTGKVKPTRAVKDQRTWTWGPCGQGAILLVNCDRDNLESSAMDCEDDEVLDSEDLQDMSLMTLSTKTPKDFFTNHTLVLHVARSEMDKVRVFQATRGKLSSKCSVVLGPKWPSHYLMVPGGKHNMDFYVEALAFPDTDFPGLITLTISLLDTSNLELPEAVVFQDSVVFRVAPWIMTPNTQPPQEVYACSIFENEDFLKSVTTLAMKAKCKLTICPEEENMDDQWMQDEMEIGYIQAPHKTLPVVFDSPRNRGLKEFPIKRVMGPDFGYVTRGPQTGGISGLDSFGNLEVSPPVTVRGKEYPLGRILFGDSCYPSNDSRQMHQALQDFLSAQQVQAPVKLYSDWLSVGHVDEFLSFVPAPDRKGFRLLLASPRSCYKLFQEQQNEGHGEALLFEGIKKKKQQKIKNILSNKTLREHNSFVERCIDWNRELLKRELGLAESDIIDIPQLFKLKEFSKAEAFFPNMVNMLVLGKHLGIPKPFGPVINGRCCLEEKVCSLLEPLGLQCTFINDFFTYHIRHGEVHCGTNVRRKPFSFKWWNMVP
PREPL inhibitor: inhibits the human prolyl oligopeptidase-like enzyme; Q4J6C6; recombinant PREPL, fluorescence polarization activity-based probe; inhibition, % at 5.96 µM; hit rate 0.68% among 320,000; AID 2751; in the data active means inhibition above about 43%;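 further: 0% = enzyme with DMSO and 100% = wells lacking enzyme; many of its hits are not listed in these tables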
pPAFAH FP inh: pPAFAH (human) enzyme inhibition. AID 463082. hit rate 1.5% among 330,000. recombinant pPAFAH, FP-rhodamine probe fluorescence polarization. Q13093. inhibition, % at 3.39 µM;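 active means inhibition above the mean inhibition across the screen plus 3 SD, cut at about 25% in these data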;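 further: inhibitors block binding of the rhodamine activity-based probe so polarization drops; 0% = enzyme with DMSO and 100% = wells lacking pPAFAH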
PME-1 inh: PME-1 (human) inhibition; hit rate 0.53% among 320,000; inhibition, % at 5.9 µM; AID 2130; recombinant PME-1, FP-Rh probe fluorescence polarization;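 active means inhibition above the campaign mean of all compounds plus 3 SD, cut at about 26% in these data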;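 further: competitive labeling of PME-1 active site by serine hydrolase directed probe; 0% = PME-1 with DMSO and 100% = wells lacking PME-1 enzyme; inhibitors block probe labeling so polarization falls and inhibition rises; many of its hits are not listed in these tables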
LYPLA2 counter: counter-screen for PME1 inhibitors: inhibitors of human LYPLA2; O95372; inhibition, % at 5.9 µM; recombinant LYPLA2, FP-Rh probe fluorescence polarization; hit rate 0.38% among 320,000; AID 2177;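 active means inhibition above the screen-wide mean plus 3 SD, limit set per campaign, cut at about 26% in these data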;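 further: 0% = LYPLA2 with DMSO and 100% = wells lacking LYPLA2 enzyme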
PAFAH1B3 inh: PAFAH1B3 (human) inhibition; inhibition, % at 3.39 µM; recombinant PAFAH1B3, FP-rhodamine probe, fluorescence polarization; Q15102; hit rate 0.28% among 340,000;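 active means inhibition above the screen-wide average of all tested compounds plus 3 SD, cut at about 25% in these data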;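 further: 0% = enzyme with DMSO only and 100% = wells lacking PAFAH1B3 protein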
Target sequence (Q15102 whole entry, looked up): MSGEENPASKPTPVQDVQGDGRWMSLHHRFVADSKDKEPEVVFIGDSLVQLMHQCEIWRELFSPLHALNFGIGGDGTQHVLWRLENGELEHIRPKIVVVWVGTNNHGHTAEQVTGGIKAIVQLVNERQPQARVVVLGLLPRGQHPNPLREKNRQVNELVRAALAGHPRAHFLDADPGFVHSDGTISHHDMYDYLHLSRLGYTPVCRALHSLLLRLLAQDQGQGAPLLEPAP
PAFAH1B2 inh: PAFAH1B2 (human) inhibition; recombinant PAFAH1B2, FP-rhodamine activity probe, fluorescence polarization; P68402; AID 492953; hit rate 1.2% among 340,000; inhibition, % at 3.39 µM;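 active means inhibition above the mean of all tested compounds plus 3 SD, cut at about 24% in these data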;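 further: 0% = enzyme with DMSO and 100% = wells lacking PAFAH1B2; many of its hits are not listed in these tables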
* = called active by the depositor; x = not tested or not shown. Some of the compounds tested; the hit share may differ from the screen's.

Compound,GSTO1 counter,LYPLA1 counter,PAD4 FP inh,PREPL inhibitor,pPAFAH FP inh,PME-1 inh,LYPLA2 counter,PAFAH1B3 inh,PAFAH1B2 inh
CCCC(=O)c1cc2c(cc1NC(=O)c1cccs1)OCCO2,3,-1,5,3,4,0,3,5,-2
COCCn1nc2cc(C(=O)NCc3cc(C(F)(F)F)cc(C(F)(F)F)c3)ccc2c1OC,0,3,-3,8,1,3,1,16,4
COC(=O)c1ccc(C(c2c(C)n(C)n(-c3ccccc3)c2=O)c2c(C)n(C)n(-c3ccccc3)c2=O)cc1,2,1,4,-5,1,-1,6,4,9
COc1cc(NC(=O)c2cccs2)c(C(=O)OCC(=O)NCc2ccco2)cc1OC,-1,-3,-2,-11,4,-4,-5,-2,2
CCOC(=O)C1CCCN(C2=NC(=O)/C(=C/c3ccc(OC)c(OC)c3)S2)C1 (configuration not stated),-9,-4,0,-7,3,0,-4,1,-2
COc1cccc(CNC(=O)COC(=O)CN2C(=O)NC3(CCCCC3C)C2=O)c1 (configuration not stated),x,2,4,-3,1,-2,3,15,-1
COc1cc(OC)c(NC(=O)c2cc(S(=O)(=O)N3CCOCC3)cn2C)cc1Cl,2,1,-1,-7,7,-1,2,8,2
O=C(Nc1ccc(OC(F)(F)F)cc1)c1cnc2n(c1=O)CCS2,7,-3,-3,-1,4,-5,3,3,2
CCCCn1c(/N=C/c2ccc(N(C)C)cc2)nc2ccccc21,4,-1,-2,8,0,1,1,3,-1
CC(=O)Nc1cccc(Oc2cc(C#N)c(C#N)cc2N2CCCCCC2)c1,-18,-4,-1,0,0,-1,-13,-7,0
COC(=O)c1c(NC(=O)c2ccco2)sc(C(=O)N2CCCC2)c1C,6,2,-1,5,-4,1,2,0,0
CC1CCC2(CC1)NC(=O)N(CC(=O)Nc1cccc(C#N)c1)C2=O (configuration not stated),x,2,2,3,2,0,-2,2,8
O=C1C=CC(=O)N1Cc1ccccc1,5,-2,-1,-6,-1,-5,-2,4,-2
CC(C)(C)c1ccc(-c2nc(-c3ccncc3)no2)cc1,-5,0,2,-2,7,-15,-1,-1,0
CCn1c(SCC(=O)O)nnc1-c1ccc2[nH]c(C)c(C)c2c1,8,-1,-7,6,5,9,-2,2,2
CCN(CCNC(=O)c1ccc(CSc2nc3ccncc3[nH]2)cc1)c1ccccc1,2,-2,-1,3,0,-3,3,9,1
CCC(=O)NC(=S)Nc1ccc(-c2nc3ccc(C)cc3s2)cc1,4,5,2,8,-3,-6,4,-1,2
CCCCc1cc(=O)oc2cc(C)cc(OCC(=O)NC(Cc3ccc(Cl)cc3)C(=O)O)c12 (configuration not stated),-24,1,-1,6,6,1,-2,4,30*
COC(=O)C1=C(C)N(C)C(=O)NC1c1cc2c(cc1[N+](=O)[O-])OCO2 (configuration not stated),36*,2,4,13,16,1,7,5,15
Cc1cccc(CC(=O)Nc2ccc(C(=O)N3CCCCC3)cc2)c1,4,4,1,13,4,-2,1,5,0
CCCCS/C(N)=N/N=C/c1cc(C)ccc1O,9,2,2,6,-5,-1,-9,-1,2
CC(C)Nc1nc(NC(C)C)nc(N(C)C(N)=O)n1,-5,-1,-1,-8,3,2,0,4,0
O=C(Nc1cccc(-c2ccc(F)cc2)c1)C1CCCN(Cc2cccnc2)C1 (configuration not stated),-5,-2,-5,-63,0,-2,-4,10,5
CCOc1ccc(NC(=O)c2ccc(CSc3nnc(C)s3)cc2)cc1,-2,0,1,4,6,2,4,3,-3
Cc1cccc(C)c1Nc1nnc(SCc2cc([N+](=O)[O-])cc3c2OCOC3)s1,-2,-2,-5,20,7,11,-4,6,3
NS(=O)(=O)c1ccc(NC(=O)c2ccc(S(=O)(=O)N3CCOCC3)o2)cc1,5,2,-2,-9,-2,-4,-2,x,x
CSc1ccccc1NC(=O)c1cnc2n(c1=O)CCS2,0,-2,-3,0,-1,3,7,5,-3
COc1ccc(C(CCN2CCCCC2)c2c(OC)cc(OC)c3c(-c4ccccc4)cc(=O)oc23)cc1 (configuration not stated),-3,-1,-8,6,0,2,-7,3,4
Cc1sc(NC(=O)c2ccc(Br)s2)c(C(N)=O)c1C,-1,-2,3,4,2,-8,-5,-1,-4
CCC(C)(C)NC(=O)C(c1ccc(OC)cc1)N(C(=O)CCC(=O)Nc1cc(C)on1)C1CC1 (configuration not stated),0,-1,-4,16,-1,2,4,14,2
CC(C)CCNC(=O)C(=O)Nc1ccccc1,-2,3,-4,8,5,-5,-1,0,1
O=C1CC(c2ccc(F)cc2)Sc2nc(-c3ccccc3)c(-c3ccccc3)n21 (configuration not stated),0,5,-4,17,2,6,9,7,-8
Cc1cc(C)c(CN2CCN(C(=O)Cn3cnc4c(OCc5ccccc5)ncnc43)CC2)c(C)c1,x,x,4,-7,-54,x,x,2,-3
CC(=O)N1CCc2cc(S(=O)(=O)N3CCCCCC3)ccc21,-3,1,-2,11,-1,0,2,8,-3
COc1cccc(N2CCN(C(=O)c3ccccc3SCC(=O)NCc3ccco3)CC2)c1,x,0,-1,15,3,4,7,3,4
C=CCNC(=O)C1CC(=O)N(c2ccc(OCC(=O)Nc3ccc(C)cc3)cc2)C1 (configuration not stated),35,2,0,9,1,3,9,5,5
COc1ccc(-c2cn3c(C)c(C(=O)N4CCN(c5ccc(F)cc5)CC4)sc3n2)cc1,-3,2,-3,16,3,-2,2,6,2
COc1cc(CNC(=O)CCCC/C=C\C(C)C)ccc1O,5,0,-7,20,21,1,0,x,x
O=C(CSc1nnc(-c2cc3ccccc3cc2O)n1Cc1ccco1)N1CCc2ccccc2C1,2,-9,-4,22,12,-1,0,9,4
Cc1cccc(OCC(=O)NC(C)C(=O)N/N=C/c2c(OCc3ccccc3)ccc3ccccc23)c1 (configuration not stated),-17,-7,-6,-6,-13,-17,-25,-9,-4
Cc1nn(C(C)C)c(C)c1CN1CCN(Cc2ccsc2)C(CCO)C1 (configuration not stated),4,-3,-5,-2,6,4,2,-4,-1
C=CCN1CCc2c(cc(O)c(O)c2Cl)C(c2ccccc2)C1 (configuration not stated),12,-4,-2,6,2,-10,-8,16,1
C[C@H](CO)N1C[C@H](C)[C@@H](CN(C)C)Oc2c(NC(=O)CCCCCC(=O)Nc3ccccc3N)cccc2C1=O,x,x,-1,21,5,x,x,16,3
COc1cccc(N2CCN(S(=O)(=O)c3cc4c(cc3C)N(C)CCO4)CC2)c1,-5,-1,-1,-1,1,-2,-3,5,0
Cc1ccc(/C(COc2ccccc2O)=N\O)cc1,11,2,2,3,-1,-4,2,8,1
CNc1nc(SCc2ccc(C)cc2)nc2c1CCCC2,-1,-1,-3,12,-5,-13,-2,-8,5
COC(=O)c1ccccc1NC(=O)CNc1ccc(F)c(S(=O)(=O)N2CCOCC2)c1,x,2,-3,7,-1,0,0,-1,-5
COc1cc(O)c(C(CC(=O)N2CCCCC2)c2ccc3c(c2)OCO3)c(OC)c1 (configuration not stated),-2,-2,-5,1,3,-4,-8,5,6
Cc1cccc(NC(=O)/C(C#N)=C\c2cc(C)n(-c3ccc(C(=O)O)cc3)c2C)c1,-3,2,1,-2,7,-1,10,12,7
O=C(CN(Cc1ccco1)C(=O)CCC(=O)Nc1ccccn1)NCCc1ccccc1,0,-3,-7,8,-2,-1,0,4,7

Next records:
Compound,GSTO1 counter,LYPLA1 counter,PAD4 FP inh,PREPL inhibitor,pPAFAH FP inh,PME-1 inh,LYPLA2 counter,PAFAH1B3 inh,PAFAH1B2 inh
c1ccc(C2c3c(ccc4ccccc34)Oc3ncn4nc(-c5ccco5)nc4c32)cc1 (configuration not stated),-7,-3,-5,-3,0,-11,-3,-2,-3
Cc1ccc(NC(=O)CN(C)C(=O)CSc2ncc(C(F)(F)F)cc2Cl)cc1,5,2,-3,7,0,6,-1,6,5
COCCn1c(SCC(=O)NCc2ccco2)nc2cccnc21,-3,2,0,-3,0,1,-4,3,-1
O=C(O)c1ccc2c(c1Sc1ccccc1)C(=O)c1ccccc1C2=O,12,6,0,11,8,6,13,x,x
Cc1ccc(NC(=O)c2cc3ccccc3o2)cc1,-5,1,2,-11,-5,-11,1,3,6
Cc1ccc(CNC(=O)C2CC(c3ccc(C(F)(F)F)cc3)=NO2)o1 (configuration not stated),-2,1,2,-7,-3,-6,0,7,2
CN(CC1CCCCO1)C(=O)c1cc(COc2ccc(F)cc2Cl)on1 (configuration not stated),3,1,2,25,5,2,5,9,2
CC(=O)c1n[nH]nc1NC(=O)c1ccccc1,0,-1,-1,0,-3,-9,1,4,-1
Cc1ccc(NC(=O)Cn2c(-c3ccc(F)cc3)cnc2SCC(=O)Nc2c(C)cccc2C)cc1,5,-7,-4,47*,-2,1,-8,-4,0
COc1ccc(N2CCN(C(=O)c3cc(=O)c4ccc(C)cc4o3)CC2)cc1,0,0,-4,-25,5,-2,10,6,8
COC(=O)C1CN(C(=O)COc2ccc(Cl)c(C)c2)c2ccccc2O1 (configuration not stated),1,0,-2,-5,4,1,-3,2,0
COc1c(OC)c2[nH]c(=O)cc3c4ccccc4n(c1=O)c23,0,-1,-1,3,4,1,1,8,3
COC(=O)c1ccc(-c2ccco2)n1Cc1cccc(C)c1,-10,-4,0,-2,7,-3,-2,-3,1
CCOC(=O)Cc1nnc(NC(=O)CSc2ccc(C)cc2)s1,4,-7,-5,11,8,-2,-4,5,-38
CCCCCC(=O)NC(NC(=S)Nc1ccc(S(N)(=O)=O)cc1)C(Cl)(Cl)Cl (configuration not stated),-20,-15,2,-5,-10,2,-20,1,5
O=C(CSc1nnc(-c2ccccc2)o1)NC1CCCCC1,-1,1,4,3,4,3,0,1,0
CC(C)(C)Sc1ccc([N+](=O)[O-])cc1C(=O)Nc1ccncc1,5,1,0,-9,0,4,5,-1,4
COc1ccc(CNC(=O)C2CSC(=O)C2)cc1 (configuration not stated),1,2,-6,-1,0,1,1,4,0
O=C(NCc1ccc[n+](CCCCS(=O)(=O)[O-])c1)c1ccc(OC(F)F)cc1,7,-3,-4,16,-4,0,0,x,x
COC(=O)C1CCN(C(=O)CC(NC(=O)C(F)(F)F)c2cccs2)CC1 (configuration not stated),-4,1,1,-3,2,1,1,5,1
Cc1cc(C=O)c(C)n1-c1sc2c(c1C(=O)O)CCCC2,2,6,-4,-1,5,1,6,6,4
O=C(N/N=C/c1nn(-c2ccccc2)cc1-c1ccccc1)c1ccncc1,-6,-25,1,-3,-4,-23,-41,5,-6
CCOc1ccccc1N1CC(C(=O)NCCc2ccc(S(N)(=O)=O)cc2)CC1=O (configuration not stated),-6,-5,0,-6,0,0,-7,3,5
COc1ccccc1CCN=C(N)NS(=O)(=O)c1ccccc1,0,1,-5,-3,1,2,-2,2,-2
O=C(Nc1nccs1)c1ccc2ccccc2c1,4,-1,1,-68,-4,-6,-5,2,3
CCOC(=O)c1c(S(=O)(=O)NCc2ccc(C)o2)c(C)n(C)c1C,-9,-2,7,3,-6,-5,-1,10,-1
CC(C)c1ccccc1OCCNC(=O)c1cccnc1,-6,-1,3,3,2,1,0,2,-1
CNc1cccccc1=S,37*,-1,11,8,18,-2,-1,5,6
CN1CCN(C(=O)c2ccc(OCCOc3ccccc3)cc2)CC1,2,-3,0,7,3,4,-4,9,0
